Compound activity (PubChem BioAssay)
Bim-Bfl-1 = inhibitors of Bim-Bfl-1 interaction, human | Q16548 | Bead-based flow cytometry, Bim-Bfl-1 binding inhibition | inhibition, % at 10 µM | 0.12% of 190,000 active | AID 1008;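 also: 0% = wells without compound plus tracer and 100% = blocker peptide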
Bcl-2 Bim block = human Bim-Bcl-2 interaction inhibition; Bead-based flow cytometry, Bim peptide-Bcl-2 binding; inhibition, % at 10 µM; 0.06% of 190,000 active; in the data active = inhibition above about 40%; inconclusive = no clear call, values can overlap the other calls;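 also: 0% = no compound wells with probe peptide and 100% = reference peptide inhibitor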
Target sequence (P10415 whole entry, looked up): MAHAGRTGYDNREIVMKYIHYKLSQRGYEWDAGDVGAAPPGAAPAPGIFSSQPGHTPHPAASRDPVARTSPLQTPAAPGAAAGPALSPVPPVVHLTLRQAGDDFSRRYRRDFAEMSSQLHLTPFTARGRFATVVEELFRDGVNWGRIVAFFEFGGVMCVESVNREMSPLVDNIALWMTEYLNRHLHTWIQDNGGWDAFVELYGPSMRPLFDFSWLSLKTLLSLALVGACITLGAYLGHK
RGS4-Gao reg = human RGS4-Galphao interaction regulation; P09471; Multiplexed bead flow cytometry, RGS4-Galphao binding; actives lie on both sides; binding response (% of control), % at 10 µM; 0.33% of 220,000 active; in the data active = binding response below about 49% or above about 150%; inactive = in between;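 also: fluorescent Galphao activated with aluminum fluoride binding bead-coupled RGS4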
Target sequence (P09471 whole entry, looked up): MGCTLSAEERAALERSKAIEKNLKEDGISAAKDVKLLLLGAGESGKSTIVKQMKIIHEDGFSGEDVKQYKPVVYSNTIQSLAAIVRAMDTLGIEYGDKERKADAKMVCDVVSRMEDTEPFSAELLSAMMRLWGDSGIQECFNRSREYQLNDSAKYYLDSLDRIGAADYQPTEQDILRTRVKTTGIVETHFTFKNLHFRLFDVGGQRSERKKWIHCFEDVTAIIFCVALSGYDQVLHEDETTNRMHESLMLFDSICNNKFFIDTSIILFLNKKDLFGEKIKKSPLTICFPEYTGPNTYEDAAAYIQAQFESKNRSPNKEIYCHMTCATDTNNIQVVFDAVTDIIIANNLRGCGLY
Bim-Bcl-W = human Bim-Bcl-W interaction inhibition | Q92843 | bead-based flow cytometry, Bim peptide-Bcl-W binding | inhibition, % at 10 µM | 0.02% of 190,000 active | AID 952;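 also: 0% = bound tracer without compound and 100% = peptide blocker; higher means less fluorescent Bim peptide bound to Bcl-W beads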
RGS8-Gao reg = regulators of human RGS8-Galphao interaction. response (percent of control binding), % at 10 µM. multiplexed bead flow cytometry, RGS8-Galphao binding; actives lie on both sides. 0.34% of 220,000 active; in the data active = response below about 60% or above about 140%; inactive = in between;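 also: Galphao activated as the GDP aluminium fluoride complex binding bead-coupled RGS8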
Mcl1-Bid inh = Mcl-1/Bid interaction inhibition; Q07820; inhibition, % at 21.7 µM; TR-FRET Mcl-1/Bid-Dy647 peptide binding, 1536-well; 0.97% of 220,000 active;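 active = compounds that cut the binding signal by more than half at the single screening dose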;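 also: His-tagged Mcl-1 with europium anti-His antibody binding Bid BH3 peptide; 0% = Mcl-1 plus peptide wells and 100% = peptide-only wells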
Mcl1-Noxa inh = disrupts binding of human Mcl-1 to Noxa peptide; Q07820; TR-FRET Mcl-1/Noxa peptide binding, 2 h; inhibition, % at 21.7 µM; 1.5% of 220,000 active; AID 1022;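 active = compounds that cut the protein-peptide binding signal by more than 50% relative to plate controls in a single-dose test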;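 also: His-tagged Mcl-1 with rhodamine Noxa BH3 peptide and terbium anti-His antibody; 0% = Mcl-1 plus Noxa peptide wells and 100% = peptide-only wells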
RGS7-Gao = regulators of human RGS7-Galphao interaction | binding response (% of control), % at 10 µM | 0.35% of 220,000 active | P09471 | Multiplexed bead flow cytometry, RGS7-Galphao binding; actives lie on both sides | AID 1439; in the data active = binding response below about 49% or above about 150%; inconclusive = no clear call, values can overlap the other calls; inactive = in between;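 also: fluorescent Galphao held in activated GDP-AlF4 state binding bead-coupled RGS7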
Bim-Bcl-XL = inhibitors of Bim-Bcl-XL interaction, human; AID 1007; Bim peptide-Bcl-XL binding, bead flow cytometry, fluorescence; Q07817; 0.04% of 190,000 active; inhibition, % at 10 µM
Target sequence (Q07817 whole entry, looked up): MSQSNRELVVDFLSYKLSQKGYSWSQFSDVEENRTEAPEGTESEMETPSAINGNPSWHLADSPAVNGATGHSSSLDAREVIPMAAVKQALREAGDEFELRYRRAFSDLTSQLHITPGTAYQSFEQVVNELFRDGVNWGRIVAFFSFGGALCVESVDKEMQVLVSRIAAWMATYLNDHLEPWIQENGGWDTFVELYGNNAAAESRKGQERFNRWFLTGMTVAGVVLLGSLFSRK
Mcl-1 Bim block = disrupts Bim peptide binding to human Mcl-1; Q07820; Bead-based flow cytometry, Bim peptide-Mcl-1 binding; inhibition, % at 10 µM; 0.1% of 190,000 active; AID 1009;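 also: 0% = no compound tracer wells and 100% = peptide blocker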
Bim-Bcl-B = disrupts Bim peptide binding to human Bcl-B; bead-based flow cytometry; inhibition, % at 10 µM; 0.073% of 190,000 active; AID 951;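 also: 0% = tracer peptide without compound and 100% = reference inhibitor peptide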
Target sequence (Q9HD36 whole entry, looked up): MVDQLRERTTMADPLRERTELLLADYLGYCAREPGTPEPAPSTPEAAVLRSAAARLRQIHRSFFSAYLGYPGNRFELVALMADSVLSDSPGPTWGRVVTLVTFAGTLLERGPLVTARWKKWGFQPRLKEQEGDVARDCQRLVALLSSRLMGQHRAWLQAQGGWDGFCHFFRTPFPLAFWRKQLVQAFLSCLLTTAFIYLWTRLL
An asterisk follows results filed as active; ? = inconclusive; · = no result given. Rule as the data show it, unless noted: active = inhibition above about 40%. Rows were taken by chance. About 2.7% of those tested had a hit in this group.

SMILES	Bim-Bfl-1	Bcl-2 Bim block	RGS4-Gao reg	Bim-Bcl-W	RGS8-Gao reg	Mcl1-Bid inh	Mcl1-Noxa inh	RGS7-Gao	Bim-Bcl-XL	Mcl-1 Bim block	Bim-Bcl-B
CC(C)CC(=O)Nc1nnc(SCC(=O)NCc2ccc3c(c2)OCO3)s1	-4.0	0.0	98.7	-1.0	87.7	-7.9	-1.4	82.0	0.0	0.0	-3.0
c1ccc(OCc2nn3c(-c4ccncc4)nnc3s2)cc1	0.0	5.0	86.1	1.0	77.2	-11.6	0.8	87.8	-2.0	-3.0	2.0
CC1(C)CC(=O)C2=C(C1)NC(=O)CC2c1ccc(F)cc1 (configuration not stated)	-6.0	-1.0	93.7	1.0	89.0	-12.2	-0.6	89.6	-2.0	-1.0	-1.0
CCOC(=O)N1CCN(CC(=O)Nc2ccc([N+](=O)[O-])cc2C(=O)Nc2ccccc2F)CC1	0.0	0.0	102.7	1.0	109.3	6.6	11.3	99.5	0.0	-2.0	1.0
COc1cc(C2C(C#N)=C(N)OC3=C2C(=O)CC(C)(C)C3)ccc1OC(=O)N1CCOCC1 (configuration not stated)	-2.0	-9.0	97.0	0.0	100.2	-31.4	-3.2	98.2	-1.0	2.0	0.0
CCC(=O)NC(c1ccc(N(C)C)cc1)c1c(O)ccc2ccccc12 (configuration not stated)	0.0	-1.0	99.7	1.0	99.0	-17.8	51.0*	?	2.0	1.0	0.0
CCNC(=O)CCS(=O)(=O)c1ccc2ccccc2c1	-6.0	-11.0	99.9	-2.0	103.8	9.2	10.5	102.5	-1.0	-3.0	-10.0
O=C(c1ccccc1)N1CCN(c2ccc(Cl)cc2)CC1	-3.0	-2.0	104.8	0.0	103.2	-34.8	-2.8	100.6	2.0	0.0	1.0
CSc1nc(NC(C)=O)nc(C)c1Cl	-3.0	-1.0	89.5	-2.0	93.0	0.5	-72.7	93.5	0.0	0.0	1.0
CCCCC(=O)Nc1cccc(NC(=S)NC(=O)C(C)C)c1	-14.0	-8.0	97.0	-11.0	98.0	-14.7	25.1	95.0	-16.0	-9.0	-19.0
C/C(CC1CC2=C(CC1(C)C)C(C)(C)CCC2)=N\NC(N)=S (configuration not stated)	-4.0	-11.0	102.8	0.0	108.5	2.5	-5.0	103.3	-7.0	-5.0	-19.0
CCOc1cc2[nH]c(=O)n(CCC(=O)NCc3ccc(OC)cc3)c(=O)c2cc1OCC	-11.0	-5.0	103.8	-3.0	101.9	5.2	6.3	100.4	0.0	-1.0	-7.0
C/C=C/C(=O)Nc1cccc(C2=NOC3(C2)C[C@H](C(N)=O)N(C(=O)/C=C/C)C3)c1 (some centres not stated)	·	·	101.2	·	99.2	-18.9	6.5	?	·	·	·
CC(C)NC(=O)COc1ccc(S(=O)(=O)N(C)Cc2ccccc2)cc1	·	·	95.8	·	100.9	-18.4	2.9	?	·	·	·
CCCCSc1nc2c(cnn2-c2ccccc2)c(=O)n1N	0.0	0.0	101.2	0.0	100.5	-33.9	16.3	129.0	0.0	0.0	-8.0
O=C(Cc1ccc(Br)cc1)Nc1ccccc1Sc1ccccc1	-2.0	-6.0	103.2	-2.0	101.1	-0.6	-6.7	99.8	-3.0	-5.0	-2.0
Cn1c(SCC(=O)c2cc(Cl)c(Cl)s2)nnc1-c1ccco1	·	·	109.0	·	103.7	17.2	31.6	?	·	·	·
CC(CCc1ccco1)NC(=O)c1cc2c(-c3ccccc3F)nn(C)c2s1 (configuration not stated)	0.0	-1.0	96.6	2.0	101.5	-11.5	1.9	96.7	2.0	3.0	0.0
N/C(=N\OC(=O)c1ccc2c(c1)OCO2)c1cccc(Br)c1	-7.0	-1.0	98.5	-2.0	100.5	-11.8	31.6	109.9	-1.0	-1.0	-2.0
Cc1ccccc1Cn1c(=O)n(CCC(=O)NCc2ccc3c(c2)OCO3)c(=O)c2ccccc21	1.0	3.0	103.4	5.0	105.0	45.4	-4.8	104.8	3.0	2.0	7.0
O=C(COC(=O)c1ccco1)NCc1ccc2c(c1)OCO2	·	·	34.3*	·	41.3*	-19.5	12.5	?	·	·	·
O=C(NNc1cc(N2CCCC2)nc(N2CCCC2)n1)c1ccc([N+](=O)[O-])cc1	-5.0	-5.0	104.0	0.0	103.8	-50.9	-3.9	102.4	0.0	0.0	2.0
COc1cc(C(=O)NC(=S)Nc2cccc3nc(C)ccc23)cc(OC)c1OC	·	·	93.1	·	97.7	-120.9	-70.1	?	·	·	·
CCOC(=O)C1CCN(c2c(NC3CCCCCCC3)c(=O)c2=O)CC1	-9.0	-8.0	100.4	0.0	102.4	-13.5	5.6	103.1	-8.0	0.0	-7.0
COc1cccc(-c2csc(N3CCN(CC(=O)NNC(=O)c4ccc(Cl)cc4)CC3)n2)c1	2.0	-4.0	95.9	-2.0	101.8	-37.0	8.3	95.7	-5.0	0.0	-16.0
Cc1noc(C)c1CSc1nnnn1-c1ccc(Cl)cc1	0.0	-2.0	101.8	-6.0	101.1	-10.9	-1.3	93.6	-5.0	-5.0	-6.0
NS(=O)(=O)c1ccc(N2C(=O)C3C4CC(C(Br)C4Br)C3C2=O)cc1 (configuration not stated)	-1.0	2.0	98.0	0.0	104.7	-11.0	-8.9	101.8	-1.0	1.0	-5.0
CCC(C)(C(=O)NC1CCCC1)N(C(=O)CNC(=O)c1ccccc1)c1c(C)n(C)n(-c2ccccc2)c1=O (configuration not stated)	-3.0	-1.0	103.8	0.0	101.0	5.0	-1.4	99.6	1.0	-3.0	-4.0
c1ccc(-c2cn3c(n2)CCC3)cc1	-12.0	-7.0	98.5	0.0	98.2	-13.2	·	96.0	-7.0	-1.0	-5.0
O=C(CSc1cccc[n+]1[O-])Nc1cccc(Oc2ccccc2)c1	-5.0	-2.0	104.2	-3.0	101.3	-5.5	8.1	?	0.0	0.0	-7.0

Only Mcl-1 Bim block, for two of the compounds above:
compound | Mcl-1 Bim block
O=C(c1ccccc1)N1CCN(c2ccc(Cl)cc2)CC1 | 0.0
C/C(CC1CC2=C(CC1(C)C)C(C)(C)CCC2)=N\NC(N)=S (configuration not stated) | -5.0

The list goes on:
SMILES	Bim-Bfl-1	Bcl-2 Bim block	RGS4-Gao reg	Bim-Bcl-W	RGS8-Gao reg	Mcl1-Bid inh	Mcl1-Noxa inh	RGS7-Gao	Bim-Bcl-XL	Mcl-1 Bim block	Bim-Bcl-B
COC(=O)[C@@H](NC(=O)Nc1cccc(Br)c1)C(C)C	-16.0	-6.0	99.9	-2.0	101.5	-5.9	14.3	101.6	-3.0	-1.0	-6.0
CC(=O)N(CCCc1ccc(C(C)(C)C)cc1)CCCN(C)C	-10.0	-10.0	89.2	0.0	93.3	-8.5	8.8	87.8	-4.0	-1.0	-6.0
CC(=O)c1c(C)n(CC(=O)NCc2ccc3c(c2)OCO3)c2ccccc12	-13.0	-11.0	100.9	-1.0	99.8	0.8	-5.8	94.9	-15.0	-4.0	-12.0
C=CCOc1cccc(C2C(C(=O)c3ccco3)=C(O)C(=O)N2CCN(CC)CC)c1 (configuration not stated)	-2.0	2.0	96.9	0.0	100.2	-79.0	0.9	100.2	-1.0	-3.0	0.0
O=C(C1CCOCC1)N1CCC(CO)(CCc2ccccc2)CC1	-6.0	-4.0	99.6	-2.0	99.1	-0.1	13.3	101.8	-2.0	3.0	-4.0
CC(C)[C@H](NC(=O)c1cccc(S(=O)(=O)N2CCOCC2)c1)C(=O)Nc1nc2ccccc2s1	-6.0	-12.0	99.5	-2.0	100.4	-30.4	25.7	99.6	-3.0	-2.0	-6.0
CCOC(=O)/C=c1\s/c(=C\c2c(OCC)ccc3ccccc23)c(=O)n1CC(=O)NCC1CCCO1 (configuration not stated)	-2.0	-6.0	99.8	-2.0	102.3	-9.3	19.8	99.0	0.0	0.0	0.0
CC(C)[C@H](NC(=O)OC(C)(C)C)C(=O)N/N=C/c1ccc2nccnc2c1	·	·	85.8	·	89.9	-18.5	-5.2	?	·	·	·
CCNC(=O)/C(C#N)=C/c1c(N2CC(C)OC(C)C2)nc2ccccn2c1=O (configuration not stated)	0.0	1.0	96.8	1.0	101.3	-10.6	8.1	96.8	-1.0	0.0	2.0
CCOC(=O)C1(CCc2ccccc2)CCN(Cc2ccn[nH]2)CC1	-5.0	-2.0	98.9	0.0	99.8	-2.5	8.3	99.8	-3.0	0.0	-4.0
CCCn1c2ccccc2c2cc(C(=O)O)ccc21	0.0	0.0	104.9	0.0	114.1	10.4	8.5	103.3	0.0	3.0	2.0
CC(=O)NC1=NN(C(C)=O)C2(CCCC2)S1	0.0	1.0	105.8	1.0	104.3	-14.6	14.4	104.6	0.0	2.0	0.0
N#CCSc1nnc(-c2ccccc2O)n1Cc1ccccc1	-12.0	-3.0	99.8	0.0	101.3	-6.7	23.8	100.3	-6.0	1.0	-1.0
Cc1ccc(C)n1-n1cnc2sc3c(c2c1=O)CCCCC3	-1.0	0.0	101.4	0.0	103.5	-111.6	6.1	109.7	1.0	2.0	0.0
CCCC(c1nnnn1C(C)(C)C)N1CCN(C(=O)c2ccco2)CC1 (configuration not stated)	-3.0	0.0	102.3	-2.0	102.7	0.7	18.1	108.1	-4.0	0.0	-4.0
COc1ccccc1N1CCN(C(=O)CSc2nc(-c3ccco3)cc(C(F)(F)F)n2)CC1	-5.0	-12.0	100.9	2.0	100.4	-20.0	19.3	103.2	-2.0	0.0	-11.0
CC(C)(C)Nc1nc2cc([N+](=O)[O-])ccc2o1	·	·	97.0	·	100.6	-18.8	3.4	?	·	·	·
CC(C)CCNC(=O)CCCOc1cc(=O)n(C)c2ccccc12	0.0	0.0	104.2	0.0	102.7	-6.5	11.5	106.5	-3.0	-2.0	0.0
Cc1cccc(C(=O)N2CCN(c3ccc(N4CCOCC4)nn3)CC2)c1	·	·	29.3*	·	37.1*	-24.2	-12.8	?	·	·	·
O=C(N1CCN(c2ccccc2)CC1)C1(c2cccs2)CCOCC1	-3.0	-8.0	98.0	-2.0	100.7	-23.0	10.2	102.7	-7.0	-4.0	-8.0
CCOC(=O)c1cc2occc2n1CC(=O)N1CCCc2ccccc21	-12.0	-11.0	100.0	2.0	100.3	-24.7	8.7	98.0	-4.0	2.0	-9.0
CCOc1ccc(NC(=O)CC2SC(=O)N(c3ccccc3)C2=O)cc1 (configuration not stated)	-10.0	0.0	98.5	-4.0	91.8	-36.5	-9.7	94.8	-6.0	-5.0	-5.0
O=C(N/N=C/c1ccc(OC(F)F)cc1)c1ccc(Br)cc1	0.0	4.0	95.8	-1.0	98.0	9.3	19.6	93.0	-1.0	0.0	-4.0
Cn1cc(CN2CCCC(C(=O)c3cc(F)ccc3F)C2)c2ccccc21 (configuration not stated)	-4.0	-1.0	103.8	0.0	102.7	-63.7	22.3	101.1	0.0	0.0	-1.0
CCc1ccc2c(c1)c1nc(C)sc1n2CC(=O)OC	-11.0	-9.0	103.7	-1.0	101.6	-10.8	33.3	102.3	-4.0	-1.0	-8.0
